CIT2 TOR yeast – modulators of CIT2-GFP expression in yeast, primary screen, S. cerevisiae, GFP fusion, multiplex flow cytometry, MLPCN library | GFP response vs DMSO, % at 10 µM | 0.065% of 320,000 active | S. cerevisiae CIT2-GFP strain, 3 h; 100 means same as DMSO wells;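 active means GFP response relative to DMSO above a set limit, near the screen mean plus 3 SD, cut at about 150% in these data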;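 further: ratio of well median GFP fluorescence to mean of DMSO wells on the plate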
RPL19A TOR yeast – RPL19A-GFP expression modulators in yeast, primary screen, cell-based, S. cerevisiae, multiplex flow cytometry, MLPCN | S. cerevisiae RPL19A-GFP strain, 3 h; stronger effect = lower value | percent response vs DMSO, % at 10 µM | 0.3% of 330,000 active;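 active means percent response vs DMSO below 50%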;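 further: median channel GFP fluorescence of the barcoded RPL19A-GFP strain; ratio of sample median GFP to plate DMSO average so 100% = DMSO; lower means less RPL19A-GFP as with rapamycin TOR inhibition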
MEP2-GFP yeast – modulators of MEP2-GFP levels in yeast, primary screen, S. cerevisiae, multiplex flow cytometry, MLPCN library. GFP response vs DMSO, % at 10 µM. 0.51% of 330,000 active. S. cerevisiae MEP2-GFP strain, 3 h; 100% = DMSO control level;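 active means GFP response versus DMSO above a set limit, roughly screen mean plus 3 SD, cut at about 180% in these data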;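 further: median GFP fluorescence of the barcode-gated MEP2-GFP cells per well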
AGP1 TOR yeast – modulators of AGP1-GFP expression in yeast TOR pathway, primary screen, cell-based, multiplex flow cytometry, S. cerevisiae, MLPCN library; 3 h; GFP as percent of DMSO wells; GFP response vs DMSO, % at 10 µM; AID 2066, 2009; 0.02% of 320,000 active;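 active means GFP response relative to DMSO above a set limit, near screen average plus 3 SD, cut at about 150% in these data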;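 further: median GFP channel fluorescence of the gated AGP1 strain per well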
procasp3 activ – activators of human procaspase-3 D3A mutant, primary screen, biochemical, absorbance, PC-3 D3A mutant, single concentration; recombinant procaspase-3 D3A, Ac-DEVD-pNA absorbance 405 nm; 0.11% of 330,000 active; Caspase-3 (Homo sapiens), P42574; activation, % at 8.5 µM;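 active means activation above the mean of all tested compounds plus 3 SD, cut at about 21% in these data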;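 further: 0% = DMSO alone and 100% = DMSO wells spiked with extra 5 µM PC-3 D3A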
Target sequence (P42574 whole entry D9A/D28A/D175A): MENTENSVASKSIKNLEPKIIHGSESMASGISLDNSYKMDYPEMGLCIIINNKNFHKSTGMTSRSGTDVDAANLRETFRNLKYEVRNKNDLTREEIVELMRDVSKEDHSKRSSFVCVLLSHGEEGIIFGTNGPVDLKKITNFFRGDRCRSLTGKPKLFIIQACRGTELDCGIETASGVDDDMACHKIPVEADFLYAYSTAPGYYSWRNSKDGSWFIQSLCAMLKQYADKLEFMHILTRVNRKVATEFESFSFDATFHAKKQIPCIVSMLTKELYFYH
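Technique: 405 nm absorbance of p-nitroaniline, reads at 0 and 120 min; Test system: Procaspase-3 D3A mutant; Incubation: 1 h enzyme-compound preincubation, then 2 h substrate reaction, 25 °C; Repeats: singlicate, each compound tested once; Benchmarks: low control DMSO wells, high control DMSO plus 5 µM PC-3 D3A.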
procasp7 counter – procaspase-7 activators, primary screen, counter-screen for procaspase-3 activator project, biochemical, absorbance, HTS, human. activation, % at 8.5 µM. Caspase-7 (Homo sapiens), P55210. recombinant procaspase-7, Ac-DEVD-pNA absorbance 405 nm; D23A/D198A/D206A triple mutant, cannot self-cleave; scale: DMSO 0, 5 µM enzyme 100. 0.093% of 330,000 active;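 active means percent activation above the screen-wide mean plus 3 SD, cut at about 25% in these data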
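Assay system: Uncleavable procaspase-7 mutant enzyme | Input: 2 µM procaspase-7 mutant as dispensed | Timing: 1 h compound preincubation, 2 h substrate cleavage, 25 °C | Repeats: One well per compound | Control set: DMSO wells as 0%, DMSO with 5 µM added PC-7 as 100% | Technique: Epi-absorbance of released pNA at 405 nm, two timepoints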
AHR activator – AHR activators, primary screen, cell-based, luminescence, luciferase reporter, human; AID 2796, 2010; 2.5% of 320,000 active; activation, % at 5 µM; AHR-responsive luciferase reporter cells; in the data active means activation above about 47%;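 further: 0% = vehicle wells and 100% = reference agonist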
Target sequence (P35869 whole entry, looked up): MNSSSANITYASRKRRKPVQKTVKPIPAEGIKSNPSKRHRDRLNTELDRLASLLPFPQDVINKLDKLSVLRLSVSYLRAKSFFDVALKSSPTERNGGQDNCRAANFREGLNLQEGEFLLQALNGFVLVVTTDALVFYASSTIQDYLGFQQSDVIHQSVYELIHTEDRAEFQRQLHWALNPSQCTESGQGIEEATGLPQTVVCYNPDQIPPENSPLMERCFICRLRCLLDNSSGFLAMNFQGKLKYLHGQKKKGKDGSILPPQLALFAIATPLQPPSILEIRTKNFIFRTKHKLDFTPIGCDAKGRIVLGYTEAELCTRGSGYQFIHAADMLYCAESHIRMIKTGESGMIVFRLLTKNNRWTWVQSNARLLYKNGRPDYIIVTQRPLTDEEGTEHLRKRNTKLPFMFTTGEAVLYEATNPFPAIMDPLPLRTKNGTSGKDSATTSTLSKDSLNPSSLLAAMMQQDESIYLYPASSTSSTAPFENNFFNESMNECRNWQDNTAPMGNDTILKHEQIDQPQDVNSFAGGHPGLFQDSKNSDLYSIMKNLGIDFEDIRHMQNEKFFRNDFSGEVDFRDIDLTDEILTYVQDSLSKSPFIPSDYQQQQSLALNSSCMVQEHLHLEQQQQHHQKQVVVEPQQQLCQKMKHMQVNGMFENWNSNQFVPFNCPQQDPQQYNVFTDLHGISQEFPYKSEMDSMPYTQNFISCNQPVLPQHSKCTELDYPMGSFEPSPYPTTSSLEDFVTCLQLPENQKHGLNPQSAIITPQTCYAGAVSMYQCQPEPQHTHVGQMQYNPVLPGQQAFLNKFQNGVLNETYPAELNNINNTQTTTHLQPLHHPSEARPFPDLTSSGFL
LAP4-GFP MLPCN – modulators of LAP4-GFP expression in yeast, primary screen, S. cerevisiae, multiplex flow cytometry, MLPCN library | AID 2023, 2009 | 3 h; median GFP as percent of DMSO wells | GFP response vs DMSO, % at 10 µM | 0.34% of 320,000 active;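 active means GFP response vs DMSO above a set limit, about the screen mean plus 3 SD, cut at about 150% in these data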
An asterisk follows results filed as active; nt = no result given.

SMILES	CIT2 TOR yeast	RPL19A TOR yeast	MEP2-GFP yeast	AGP1 TOR yeast	procasp3 activ	procasp7 counter	AHR activator	LAP4-GFP MLPCN
CC(=O)N1CCN(S(=O)(=O)c2cccc(C(=O)N(Cc3ccccc3)c3cccc(C)c3)c2)CC1	99	99	97	97	-8	-10	3	91
COc1ccc(C(=O)NC(C)c2nnc(SCC(=O)Nc3nc(C)cs3)n2C)cc1 (stereo not drawn)	103	98	97	102	-2	-3	-1	99
O=C(Nc1ccncc1)c1c(Cl)cccc1Cl	95	95	94	96	-6	7	-5	89
O=C(O)Cc1c(-c2ccccc2)c2cc(Cl)ccc2[nH]c1=O	101	102	106	98	9	-6	0	105
C=CCNC(=O)CN1C(=O)c2cccc3cccc1c23	104	100	102	104	-6	1	8	98
COc1cccc(NC(=O)c2ccccc2-c2ccccc2)c1	99	96	100	103	0	5	4	106
COCCSc1ncnc2c1oc1nc3c(cc12)COC(C)(C)C3	88	94	96	101	0	-7	2	114
O=[N+]([O-])c1ccc(N2CCN(S(=O)(=O)Cc3ccccc3)CC2)cc1N1CCOCC1	99	97	105	104	-4	-16	3	101
CCOc1cccc2cc(C(=O)NCc3ccc(F)cc3)c(=N)oc12	93	96	85	97	1	-1	0	89
CCOC(=O)COc1ccc(S(=O)(=O)N2CCN(c3ccccc3)CC2)cc1	92	94	96	97	0	3	-1	96
CC(=O)NCCNc1nc2c(-c3cccc(C)c3)nnn2c2ccccc12	94	98	93	84	5	12	44	80
CCOC(=O)C1=C(CC)Nc2ccccc2N=C1NC(=O)c1ccc(OC)c(S(=O)(=O)N2CCCCC2C)c1 (stereo not drawn)	99	98	94	100	3	1	2	104
CCCN(CCC)CCCNC(=O)c1nn(-c2cccc(OC)c2)c(=O)c2ccccc12	105	108	108	101	0	8	1	95
O=C(c1ccccc1)c1ccc(COC(=O)c2cnccn2)cc1	94	100	99	97	9	12	1	106
N#CCC(=O)N1CC2(CC(c3cccc(NC(=O)COc4ccc(Cl)cc4)c3)=NO2)C[C@@H]1C(N)=O (stereo partly drawn)	99	103	99	90	1	-3	0	129
CCOC(=O)N1CCN(C(=S)Nc2cccc(C)c2)CC1	124	105	104	102	-1	15	-2	81
COc1ccc(/C(C)=N\Nc2nc(-c3ccc(Cl)cc3)cc(C(F)(F)F)n2)cc1OC	97	105	102	99	1	-5	1	105
CN1C(=O)C(C)(C)c2cc(S(=O)(=O)N3CCCC(C(=O)NCc4ccc(F)cc4)C3)ccc21 (stereo not drawn)	100	101	100	107	9	7	0	106
COc1ccc(C(=O)NNC(=O)CN2CCC(n3nnc4cc(F)ccc43)CC2)cc1	103	101	105	103	-1	3	-2	97
N#C/C(=C/c1cc(Cl)c(O)c(Cl)c1)C(=O)N1CCCCC1	97	101	102	95	6	-2	-1	81

By substructure, the compounds so far containing an aryl thioether with sulfur outside any ring (2)
SMILES	CIT2 TOR yeast	RPL19A TOR yeast	MEP2-GFP yeast	AGP1 TOR yeast	procasp3 activ	procasp7 counter	AHR activator	LAP4-GFP MLPCN
COc1ccc(C(=O)NC(C)c2nnc(SCC(=O)Nc3nc(C)cs3)n2C)cc1 (stereo not drawn)	103	98	97	102	-2	-3	-1	99
COCCSc1ncnc2c1oc1nc3c(cc12)COC(C)(C)C3	88	94	96	101	0	-7	2	114

The listing picks up; the four compounds before the break are reprinted first.
SMILES	CIT2 TOR yeast	RPL19A TOR yeast	MEP2-GFP yeast	AGP1 TOR yeast	procasp3 activ	procasp7 counter	AHR activator	LAP4-GFP MLPCN
COc1ccc(/C(C)=N\Nc2nc(-c3ccc(Cl)cc3)cc(C(F)(F)F)n2)cc1OC	97	105	102	99	1	-5	1	105
CN1C(=O)C(C)(C)c2cc(S(=O)(=O)N3CCCC(C(=O)NCc4ccc(F)cc4)C3)ccc21 (stereo not drawn)	100	101	100	107	9	7	0	106
COc1ccc(C(=O)NNC(=O)CN2CCC(n3nnc4cc(F)ccc43)CC2)cc1	103	101	105	103	-1	3	-2	97
N#C/C(=C/c1cc(Cl)c(O)c(Cl)c1)C(=O)N1CCCCC1	97	101	102	95	6	-2	-1	81
Cc1nn(-c2cc(C(F)(F)F)ccn2)c(=O)o1	101	97	98	96	4	13	1	107
COc1ccc(CNC(=O)COC(=O)c2c(NC(C)=O)sc(C)c2C)cc1	94	97	91	98	2	-3	-1	96
COc1ccc(NC(=O)Cn2nnc(-c3ccccc3NS(=O)(=O)c3ccccc3)n2)cc1	106	99	100	105	-6	-3	2	102
Cn1c(CCC(=O)O)nc2cc(S(=O)(=O)N3CCCC3)ccc21	102	102	97	98	6	-5	0	91
COc1ccccc1NC(=O)CN1CCC(n2c(C)nc3cc(F)ccc32)CC1	nt	93	96	102	0	12	4	94
COc1ccc(CCNCC2C(Oc3ccc(Cl)cc3)C(=O)N2c2ccccc2C)cc1OC (stereo not drawn)	101	101	103	101	9	-8	-5	90
O=C(NNC1=C(C(=O)C(F)(F)F)CCC1)c1ccc(Cl)cc1	108	104	110	102	1	-8	2	96
Cc1cc(C)c(CSc2nnnn2-c2ccc(C(=O)O)cc2)c(C)c1	85	102	108	97	-5	7	-1	122
CC(NC(=O)c1ccccc1)C(=O)N/N=C/c1ccccc1 (stereo not drawn)	87	97	90	87	-9	3	4	83
O=S(=O)(NCc1ccco1)c1cnc(Cl)c(Cl)c1	101	96	98	93	-2	6	5	95
COc1cccc(NC(=S)N2CCN(C(c3ccccc3)c3ccccc3)CC2)c1	106	104	107	100	-10	-16	3	98
COc1ccc(C)cc1S(=O)(=O)NCc1cccs1	106	100	101	99	-4	7	1	91
CCCOc1ccc(N2CC(C(=O)Nc3ccccc3C(=O)NC)CC2=O)cc1 (stereo not drawn)	98	97	98	100	9	10	4	94
COc1ccc2[nH]cc(C(=O)CN3CCCCC3)c2c1	93	95	97	94	1	2	9	94
COc1cc(Cl)ccc1OCc1cc(C(=O)N(C)CC2CCCCO2)no1 (stereo not drawn)	98	98	102	100	7	-1	10	99
CC(=O)c1ccc(NC(=O)Nc2cccc3ccccc23)cc1	89	105	99	88	nt	nt	nt	68
C=CCN1C(c2cccc(C(F)(F)F)c2)=CS/C1=C(/C#N)c1nnc(N2CCOCC2)n1-c1ccccc1	109	107	100	103	10	-3	2	92
Cc1ccc(S(=O)(=O)NCCNS(=O)(=O)c2ccc(C)cc2)cc1	103	102	101	97	-1	-9	3	89
O=C(NCc1ccccn1)/C(=C/c1ccco1)NC(=O)c1ccccc1	91	99	102	95	0	2	2	101
CCN(CC)S(=O)(=O)c1ccccc1/C=N\O	109	103	104	106	3	6	14	104
Cc1cccc(NC(=O)Cn2nnc3ccccc32)c1	106	100	121	102	1	6	7	108
O=C(NC1CCCCC1)c1ccc(S(=O)(=O)c2ccccc2)cc1	103	98	100	101	0	0	0	107
COc1ccc(CNC(=O)C2CCCN2S(=O)(=O)c2ccc(Cl)cc2)cc1 (stereo not drawn)	87	116	97	88	-6	2	0	77
CCN1CCN(C(=S)c2ccc(OCC(=O)NCc3ccccc3)cc2)CC1	97	97	95	101	-7	-8	1	118
CCCCNc1c(-c2ccc(-c3ccc(C(C)=O)cc3)c(OC)c2)nc2cnccn12	81	97	107	87	-16	-22	18	126
COc1ccc(-n2nnnc2CNC(=O)C2CC(=O)N(c3ccc(Cl)cc3)C2)cc1 (stereo not drawn)	105	103	102	109	2	5	3	99
Cc1c(C(=O)O)sc2nc3n(c(=O)c12)CCC(C)CC3 (stereo not drawn)	107	103	106	104	2	-8	1	103
CCn1c(SCC(=O)N2CCCC2)nc2ccccc21	94	99	105	95	3	10	15	93
Clc1ccccc1/C=N/Nc1cc(N2CCOCC2)ncn1	101	102	103	100	nt	nt	nt	96
O=C(O)CCn1c(CO)nc2ccccc21	97	104	94	96	4	3	1	106
Cc1nn(C)c(N)c1-c1ccccc1	101	98	100	110	2	0	3	105
COc1cccc(CN(C(=O)c2ccccc2Cl)C2CCS(=O)(=O)C2)c1 (stereo not drawn)	106	98	105	95	4	-4	-1	91
CCCN1CCC(NC(=O)CC2C(=O)NCCN2Cc2cccc(OC)c2)CC1 (stereo not drawn)	115	109	96	109	3	6	2	101
CC(=O)c1ccc(NC2=C(N3CCOCC3)C(=O)c3ccccc3C2=O)cc1	86	95	95	94	-3	-13	7	101
CC(C)Oc1cccc(C(=O)NC(=S)Nc2cccc(NC(=O)c3ccccc3Cl)c2)c1	102	99	97	104	-1	2	10	90
CCN(CC)CCC(=O)N1c2ccccc2Sc2ccc(NC(=O)OC)cc21	106	104	108	105	nt	nt	nt	103
COc1ncccc1C(=O)N1CCCC(C(=O)c2cccc(OC(C)C)c2)C1 (stereo not drawn)	93	97	89	96	5	-3	1	101
COc1ccc(Cl)cc1-c1nc(SCC(=O)N(C)C)n[nH]1	107	113	106	107	-4	0	26	100
Cc1nn2c(nc(N3CCOCC3)c3ccccc32)c1C=C(C#N)C#N	98	94	100	94	4	-9	4	90
CCCC(=O)Nc1ccc(N2CCN(S(C)(=O)=O)CC2)cc1	99	103	103	101	8	2	1	96
CCC(=O)N1c2ccc(S(=O)(=O)NCc3ccco3)cc2CC1C (stereo not drawn)	110	107	112	113	-5	-7	0	93
O=C(NCc1ccc2[nH]c3c(c2c1)CCCC3)c1ccc(S(=O)(=O)N2CCCC2)cc1	93	96	88	86	-1	6	6	107
CN(Cc1nccs1)C(=O)c1cc(COc2cccc3cnccc23)on1	109	102	120	101	8	3	10	98
Cc1c(Cl)cccc1NC(=S)N(Cc1cccs1)C1CCCC1	97	99	105	99	14	-5	-1	98
C/C(=N\NC(=O)Cn1ccc(C(F)(F)F)n1)c1ccco1	118	114	116	116	1	-1	-4	105
CS(=O)(=O)c1ccc(S(=O)(=O)N2CCC(CO)(CCCc3ccccc3)CC2)cc1	102	104	114	99	0	-6	-3	97
COc1ccc(Nc2nc3ccccc3c(=O)[nH]2)cc1	88	95	93	95	3	6	16	81
CCCCCCc1nc2c(=O)[nH]c3ccccc3c2o1	91	101	99	97	3	0	2	94
CC1=NN2C(=N)/C(=C\c3cc(C)n(-c4ccc(C)cc4)c3C)C(=O)N=C2S1	102	98	105	108	1	-1	0	115
Cc1c(C(=O)NCCN2C(=O)S/C(=C\c3cccs3)C2=O)cccc1[N+](=O)[O-]	99	105	109	95	-8	-2	0	91
CC(C)CCN(Cc1ccco1)S(=O)(=O)c1csc(C(N)=O)c1	91	96	96	92	-4	-3	0	89
Cc1ccc(C(=O)OCC(=O)Nc2cc(C(C)(C)C)nn2-c2ccccc2)c(O)c1	93	98	104	100	-4	8	-1	102
Cc1csc(=O)n1CC(=O)OCC(=O)NC(C)c1ccc(F)cc1 (stereo not drawn)	96	99	100	95	5	-6	-2	103
COc1ccccc1Nc1cc(C(=O)NCCCN2CCOCC2)c2ccccc2n1	103	105	114	106	8	-8	12	108
O=C(CSc1nnc(-c2ccco2)o1)Nc1cccc([N+](=O)[O-])c1	107	104	104	105	-7	8	0	100
CCOC(=O)c1cccc(NC(=O)CSc2nc3cccnc3n2C)c1	89	91	97	89	7	6	12	nt

Source: PubChem BioAssay (several laboratories)
